S1P4 antag – blocks the human S1P4 receptor. O95977. inhibition, % at 4.98 µM. 220,000 compounds, 0.26% hits. S1P4-expressing cells, antagonist mode, reporter read-out. AID 1510; in the data active = inhibition above about 29%;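 also: 0% = wells stimulated with agonist and 100% = vehicle wells without agonist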
Target sequence (O95977 whole entry, looked up): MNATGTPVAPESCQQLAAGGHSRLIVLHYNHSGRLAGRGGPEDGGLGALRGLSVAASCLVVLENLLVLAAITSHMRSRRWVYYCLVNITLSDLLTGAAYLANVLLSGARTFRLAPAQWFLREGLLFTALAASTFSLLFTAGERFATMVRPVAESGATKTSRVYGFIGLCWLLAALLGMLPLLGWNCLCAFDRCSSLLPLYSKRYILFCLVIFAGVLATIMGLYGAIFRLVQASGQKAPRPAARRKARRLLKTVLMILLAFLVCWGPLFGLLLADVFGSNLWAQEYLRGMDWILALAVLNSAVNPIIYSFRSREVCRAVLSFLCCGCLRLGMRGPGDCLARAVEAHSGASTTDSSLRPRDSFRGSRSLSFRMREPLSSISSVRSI
NPY-Y1 PAM-ag – human NPY-Y1 potentiation or agonism, primary screen; P25929; NPY-Y1 expressing cells, potentiator/agonist activation; activation, % at 3.6 µM; 220,000 compounds, 0.37% hits; AID 1304; in the data active = activation above about 33%, passing the limit was not always enough;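 also: cells stimulated with NPY at EC10 then isoproterenol at EC100; 0% = low agonist plus stimulus and 100% = saturating agonist plus stimulus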
NPY-Y1 antag – antagonists of human neuropeptide Y receptor Y1 | AID 1040 | P25929 | 200,000 compounds, 1% hits | inhibition, % at 3.6 µM | HEK293-CNG Y1 cells, membrane potential fluorescence; NPY at EC95, then isoproterenol;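 active = inhibition above the campaign mean inhibition of all tested compounds plus 3 SD, cut at about 20% in these data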;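 also: 0% = DMSO wells given NPY plus isoproterenol and 100% = isoproterenol alone without NPY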
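Material: HEK293 cells with Y1 receptor plus CNG channel; times: compound incubation 1 h at room temperature, readout 45 min post-stimulation; signal: fluorescence, membrane potential probe; read-out basis: fluorescence ratio normalized to % inhibition between controls; benchmarks: full-block control isoproterenol-only wells, zero-block control NPY plus isoproterenol wells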
S1P4 agonist – human S1P4 receptor agonism; activation, % at 4.98 µM; S1P4-expressing cell line, agonist reporter assay; 220,000 compounds, 0.35% hits; in the data active = activation above about 11%;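 also: 0% = DMSO vehicle and 100% = reference agonist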
Ba/F3 V617F tox – reduce viability of Ba/F3 cells dependent on JAK2V617F; inhibition, % at 5.6 µM; AID 1446; Ba/F3 EpoR-JAK2V617F viability, ATP luminescence; 220,000 compounds, 1.1% hits;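 active = inhibition above the campaign mean plus 3 SD over all tested compounds, cut at about 24% in these data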;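 also: cytokine-independent growth of Ba/F3 cells driven by EpoR plus mutant JAK2; 0% = DMSO-treated cells and 100% = JAK inhibitor I control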
Runt-CBFb FRET – Runt domain-CBFb interaction inhibition | inhibition, % at 20 µM | 220,000 compounds, 0.46% hits | Cerulean-Runt/Venus-CBFb FRET ratio 530/480, 1 h | AID 1496 | Q01196+Q13951;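 active = inhibition over about 50% at 20 µM in the single-dose screen, limit read from the data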;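 also: 0% = DMSO wells and 100% = excess unlabeled CBFb competitor control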
Target sequence (Q01196 whole entry, looked up, the tested form may be a part): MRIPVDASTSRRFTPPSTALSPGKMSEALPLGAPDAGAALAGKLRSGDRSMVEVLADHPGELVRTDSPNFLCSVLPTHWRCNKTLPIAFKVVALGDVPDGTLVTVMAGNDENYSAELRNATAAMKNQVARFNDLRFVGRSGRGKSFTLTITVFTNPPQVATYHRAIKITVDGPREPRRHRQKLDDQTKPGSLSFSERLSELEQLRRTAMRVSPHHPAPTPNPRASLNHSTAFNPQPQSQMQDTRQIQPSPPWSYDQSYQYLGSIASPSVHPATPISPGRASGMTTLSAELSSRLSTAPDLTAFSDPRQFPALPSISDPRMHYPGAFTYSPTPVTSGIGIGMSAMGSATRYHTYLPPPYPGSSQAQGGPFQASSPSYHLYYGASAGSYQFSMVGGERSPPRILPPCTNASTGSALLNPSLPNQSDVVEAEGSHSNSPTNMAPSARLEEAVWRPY
Target sequence (Q13951 whole entry, looked up, the tested form may be a part): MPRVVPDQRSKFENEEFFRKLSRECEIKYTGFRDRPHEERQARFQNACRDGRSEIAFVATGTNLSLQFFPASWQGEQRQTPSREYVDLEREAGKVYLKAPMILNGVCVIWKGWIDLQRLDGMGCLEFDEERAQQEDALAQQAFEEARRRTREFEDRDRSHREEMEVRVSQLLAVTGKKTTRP
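System: Cerulean-labeled Runt domain protein | Quantity: 100 nM of each labeled protein | Schedule: 1 h compound exposure, room temperature | Detection: Fluorescence energy transfer, 422 nm excitation, 530/480 nm emission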
RBBP9 inhibitor – blocks human serine hydrolase RBBP9; recombinant RBBP9, FP-Rh probe fluorescence polarization; inhibition, % at 7.94 µM; 220,000 compounds, 0.2% hits; AID 1515;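 active = inhibition above the campaign mean of all tested compounds plus 3 SD, cut at about 14% in these data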;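 also: plate controls were DMSO wells with RBBP9 for no effect and wells lacking RBBP9 protein for full effect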
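System: RBBP9 protein | Quantity: 2.5 µM RBBP9 dispensing solution, before mixing | Reagent: FP-Rh probe, 375 nM dispensing solution | Timing: Enzyme-compound preincubation 30 min, then probe labeling 45 min, 25 °C | Measured by: Fluorescence polarization | Read-out: % inhibition | Replication: One well per compound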
NPY-Y2 PAM-ag – human NPY-Y2 potentiation or agonism, primary screen; P49146; activation, % at 3.6 µM; AID 1359; cells expressing NPY-Y2, potentiator/agonist read-out; 220,000 compounds, 0.45% hits; in the data active = activation above about 27%;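 also: cells stimulated with NPY near EC25 plus isoproterenol at EC100; 0% = vehicle plus submaximal agonist and 100% = vehicle plus saturating agonist; some results beyond the cut were filed as inactive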
BaF3 tox – counter-screen for JAK2V617F inhibitors: parental Ba/F3 viability inhibitors. CellTiter-Glo ATP luminescence. inhibition, % at 5.6 µM. 220,000 compounds, 1.1% hits. AID 1486;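 active = inhibition above a per-campaign cutoff, the mean inhibition of all tested compounds plus 3 SD, cut at about 27% in these data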;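 also: 0% = DMSO wells and 100% = JAK Inhibitor I control wells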
The depositor's hits bear a star.

`Cc1nc2c(-c3ccc(F)cc3)c(C)nn2c(C)c1CCC(=O)N1CCN(c2ccccc2)CC1` gave S1P4 antag -14, NPY-Y1 PAM-ag -14, NPY-Y1 antag 0, S1P4 agonist 0.0, Ba/F3 V617F tox 2, Runt-CBFb FRET -7, RBBP9 inhibitor -13, NPY-Y2 PAM-ag -7 and BaF3 tox 5.
Screening Cc1ccc(CCSCC(=O)O)cn1 returned S1P4 antag -19, NPY-Y1 PAM-ag 10, NPY-Y1 antag 7, S1P4 agonist 1.4, Ba/F3 V617F tox 0, Runt-CBFb FRET -2, RBBP9 inhibitor 2, NPY-Y2 PAM-ag 10 and BaF3 tox 0.
Cc1cc2n(c1)CCn1c(C)ccc1-2 was read as S1P4 antag -9, NPY-Y1 PAM-ag -14, NPY-Y1 antag -4, S1P4 agonist 0.7, Ba/F3 V617F tox -3, Runt-CBFb FRET 4, RBBP9 inhibitor -2, NPY-Y2 PAM-ag 5 and BaF3 tox -2.
`CCOc1ccc(NC(=S)NN2CCN(C)CC2)cc1` gave S1P4 antag -5, NPY-Y1 PAM-ag 9, NPY-Y1 antag 0, S1P4 agonist -0.3, Ba/F3 V617F tox -1, Runt-CBFb FRET 0, RBBP9 inhibitor 2, NPY-Y2 PAM-ag 6 and BaF3 tox 4.
`CC(=O)c1cccc(NC(=O)C23CC4CC(C2)CC(n2cncn2)(C4)C3)c1` gave S1P4 antag 7, NPY-Y1 PAM-ag 14, NPY-Y1 antag -3, S1P4 agonist -1.1, Ba/F3 V617F tox -2, Runt-CBFb FRET -2, RBBP9 inhibitor -6, NPY-Y2 PAM-ag 1 and BaF3 tox 3.
Screening Cc1ccc(-n2c(-c3ccccc3)c[n+]3c2CCc2ccccc2-3)c(C)c1 returned S1P4 antag 23, NPY-Y1 PAM-ag -24, NPY-Y1 antag 58*, S1P4 agonist 1.2, Ba/F3 V617F tox 100*, Runt-CBFb FRET -3, RBBP9 inhibitor -11, NPY-Y2 PAM-ag 9 and BaF3 tox 81*.
O=C1c2ccccc2C(=O)C1C1=Nc2ccccc2NC(c2ccccc2)C1 (configuration not stated) was read as S1P4 antag -19, NPY-Y1 PAM-ag 4, NPY-Y1 antag -1, S1P4 agonist -0.6, Ba/F3 V617F tox -3, RBBP9 inhibitor 1, NPY-Y2 PAM-ag 10 and BaF3 tox 3.
For Clc1ccc(/C=N/Nc2nnc(-c3ncc[nH]3)c3ccccc23)cc1 the results were S1P4 antag 1, NPY-Y1 PAM-ag 21, NPY-Y1 antag -1, S1P4 agonist -0.9, Ba/F3 V617F tox -1, Runt-CBFb FRET -6, RBBP9 inhibitor -4, NPY-Y2 PAM-ag -3 and BaF3 tox 10.
`Cc1cc(C)n(CC(=O)N/N=C/c2ccccn2)n1` gave S1P4 antag -5, NPY-Y1 PAM-ag 1, NPY-Y1 antag 0, S1P4 agonist -5.3, Ba/F3 V617F tox -3, Runt-CBFb FRET 2, RBBP9 inhibitor 2, NPY-Y2 PAM-ag -9 and BaF3 tox 0.
For C=CCSc1cc(C)nc2c(-c3ccccc3)c(C)nn12 the results were S1P4 antag -22, NPY-Y1 PAM-ag -1, S1P4 agonist -1.4, Ba/F3 V617F tox -2, Runt-CBFb FRET 2, RBBP9 inhibitor -2, NPY-Y2 PAM-ag -4 and BaF3 tox 0.
For CCCCn1c(=O)c(CCC(=O)OCC(=O)Nc2ccc(F)c(Cl)c2)nc2ccccc21 the results were S1P4 antag -3, NPY-Y1 PAM-ag -3, NPY-Y1 antag 1, S1P4 agonist -0.5, Ba/F3 V617F tox -2, Runt-CBFb FRET -2, RBBP9 inhibitor 0, NPY-Y2 PAM-ag -9 and BaF3 tox 6.
Screening CC(C)CN1CCN(Cc2cnc(N3CCOCC3)s2)CC1CCO (configuration not stated) returned S1P4 antag 3, NPY-Y1 PAM-ag 15, NPY-Y1 antag -2, S1P4 agonist 1.9, Ba/F3 V617F tox -1, Runt-CBFb FRET 0, RBBP9 inhibitor -5, NPY-Y2 PAM-ag 4 and BaF3 tox 3.
`COc1cc(OC)c2c(N)c(C#N)c(C(F)(F)C(F)(F)F)nc2c1` gave S1P4 antag -8, NPY-Y1 PAM-ag 19, NPY-Y1 antag -4, S1P4 agonist 2.0, Ba/F3 V617F tox -2, Runt-CBFb FRET 2, RBBP9 inhibitor -5, NPY-Y2 PAM-ag 9 and BaF3 tox 3.
`O=C(NCc1n[nH]c(=S)n1Cc1ccccc1)c1ccccc1` gave S1P4 antag 5, NPY-Y1 PAM-ag -3, NPY-Y1 antag 0, S1P4 agonist -0.7, Ba/F3 V617F tox -1, Runt-CBFb FRET 5, RBBP9 inhibitor -8, NPY-Y2 PAM-ag 5 and BaF3 tox 9.
`COC(=O)C1=C(C)N(c2ccc(S(N)(=O)=O)cc2)C(=O)C1` gave S1P4 antag -1, NPY-Y1 PAM-ag 0, NPY-Y1 antag 3, S1P4 agonist 0.2, Ba/F3 V617F tox -2, Runt-CBFb FRET -1, RBBP9 inhibitor -4, NPY-Y2 PAM-ag -7 and BaF3 tox 2.
`Cc1cccc(NC(=O)CSc2nc(-c3ccccc3)c(C#N)c(=O)[nH]2)c1C` gave S1P4 antag 8, NPY-Y1 PAM-ag -5, NPY-Y1 antag 6, S1P4 agonist 1.3, Ba/F3 V617F tox -1, Runt-CBFb FRET -2, RBBP9 inhibitor -12, NPY-Y2 PAM-ag 1 and BaF3 tox 0.
`O=C(CSc1nnc2ccccn12)Nc1ccc2c(c1)OCO2` gave S1P4 antag -25, NPY-Y1 PAM-ag 2, NPY-Y1 antag -1, S1P4 agonist 2.1, Ba/F3 V617F tox 0, Runt-CBFb FRET 0, RBBP9 inhibitor -1, NPY-Y2 PAM-ag 0 and BaF3 tox 2.
N#C/C(=N\Nc1ccccc1)C(N)=S was read as S1P4 antag 5, NPY-Y1 PAM-ag 1, S1P4 agonist 0.3, Ba/F3 V617F tox 2, Runt-CBFb FRET 6, RBBP9 inhibitor -9, NPY-Y2 PAM-ag 2 and BaF3 tox 6.
Screening N#CCC(=N)N1CCN(c2ccc(Cl)cc2)CC1 returned S1P4 antag -11, NPY-Y1 PAM-ag 0, NPY-Y1 antag 5, S1P4 agonist -1.8, Ba/F3 V617F tox 2, Runt-CBFb FRET -2, RBBP9 inhibitor -4, NPY-Y2 PAM-ag -4 and BaF3 tox 3.
Cc1cccc(NC(=S)NC2CCCC2)c1 was read as S1P4 antag 3, NPY-Y1 PAM-ag -15, NPY-Y1 antag 5, S1P4 agonist -0.2, Ba/F3 V617F tox 2, Runt-CBFb FRET -2, RBBP9 inhibitor 0, NPY-Y2 PAM-ag -9 and BaF3 tox 5.
Screening COc1ccc(Br)cc1S(=O)(=O)N1CCCC1 returned S1P4 antag -8, NPY-Y1 PAM-ag -23, NPY-Y1 antag 4, S1P4 agonist -1.3, Ba/F3 V617F tox 1, Runt-CBFb FRET 1, RBBP9 inhibitor -12, NPY-Y2 PAM-ag -12 and BaF3 tox 4.
`Cc1ccc(CNC(=O)CCC2CCCN(Cc3cccc4ncccc34)C2)o1` (configuration not stated) gave S1P4 antag -12, NPY-Y1 PAM-ag 18, NPY-Y1 antag 1, S1P4 agonist 0.0, Ba/F3 V617F tox -1, RBBP9 inhibitor 4, NPY-Y2 PAM-ag 5 and BaF3 tox 2.
CCS(=O)(=O)N1CCN(S(=O)(=O)c2ccc(F)cc2)CC1 was read as S1P4 antag -14, NPY-Y1 PAM-ag -34, NPY-Y1 antag 7, S1P4 agonist 1.6, Ba/F3 V617F tox -1, Runt-CBFb FRET -1, RBBP9 inhibitor -8, NPY-Y2 PAM-ag -7 and BaF3 tox 4.
For O=[N+]([O-])c1cccc(-n2nnnc2CN2CCCC2)c1 the results were S1P4 antag -9, NPY-Y1 PAM-ag 29, NPY-Y1 antag 1, S1P4 agonist -0.7, Ba/F3 V617F tox -5, Runt-CBFb FRET 0, RBBP9 inhibitor -7, NPY-Y2 PAM-ag 1 and BaF3 tox -2.
For O=C(Nc1ccc2c(c1)OCO2)N1CCC(CO)(CC2CCCCO2)CC1 (configuration not stated) the results were S1P4 antag 13, NPY-Y1 PAM-ag -4, NPY-Y1 antag -1, S1P4 agonist 1.1, Ba/F3 V617F tox 0, Runt-CBFb FRET 5, RBBP9 inhibitor -5, NPY-Y2 PAM-ag -5 and BaF3 tox 6.
COC(=O)c1cc(NC(=O)c2ccc(C)cc2)c(=O)oc1C was read as S1P4 antag -13, NPY-Y1 PAM-ag 4, NPY-Y1 antag 3, S1P4 agonist 1.2, Ba/F3 V617F tox -2, Runt-CBFb FRET 3, RBBP9 inhibitor -5, NPY-Y2 PAM-ag -2 and BaF3 tox 1.
Screening COc1ccccc1/C=C/C1C(C(=O)OCC(C)C)=C(C)N=C2SCCC(=O)N21 (configuration not stated) returned S1P4 antag -2, NPY-Y1 PAM-ag -17, NPY-Y1 antag 2, S1P4 agonist 1.1, Ba/F3 V617F tox 6, Runt-CBFb FRET -10, RBBP9 inhibitor 0, NPY-Y2 PAM-ag -1 and BaF3 tox 10.
`CCNC(=O)C1CC(=O)N(Cc2ccc(F)cc2)C(=Nc2ccc(OC)cc2)S1` (configuration not stated) gave S1P4 antag -13, NPY-Y1 PAM-ag -3, NPY-Y1 antag 6, S1P4 agonist -0.1, Ba/F3 V617F tox 0, Runt-CBFb FRET -1, RBBP9 inhibitor -4, NPY-Y2 PAM-ag -7 and BaF3 tox -1.
Screening COc1ccccc1/C=C\C(=O)NCC(=O)N/N=C/c1ccc(O)cc1O returned S1P4 antag -24, NPY-Y1 PAM-ag -6, S1P4 agonist 1.2, Ba/F3 V617F tox -2, Runt-CBFb FRET 4, RBBP9 inhibitor -4, NPY-Y2 PAM-ag 0 and BaF3 tox 0.
For CCOC(=O)c1cnc(-n2nc(C)cc2C)nc1NC the results were S1P4 antag -30, NPY-Y1 PAM-ag -19, NPY-Y1 antag 10, S1P4 agonist 1.1, Ba/F3 V617F tox -4, Runt-CBFb FRET 3, RBBP9 inhibitor -2, NPY-Y2 PAM-ag -8 and BaF3 tox 5.
For O=C(COc1ccc(NC(=O)c2ccccc2[N+](=O)[O-])cc1)c1ccc(F)cc1 the results were S1P4 antag -25, NPY-Y1 PAM-ag 10, NPY-Y1 antag 1, S1P4 agonist 2.6, Ba/F3 V617F tox -4, Runt-CBFb FRET 2, RBBP9 inhibitor -4, NPY-Y2 PAM-ag -2 and BaF3 tox 3.
For CC(=O)Nc1ccc(NC(=O)c2ccccc2F)cc1 the results were S1P4 antag -8, NPY-Y1 PAM-ag -14, NPY-Y1 antag 0, S1P4 agonist -0.4, Ba/F3 V617F tox -3, Runt-CBFb FRET -2, RBBP9 inhibitor -7, NPY-Y2 PAM-ag 0 and BaF3 tox -3.
OCCOCCNc1ncnc2c1cnn2-c1ccccc1 was read as S1P4 antag 3, NPY-Y1 PAM-ag 7, NPY-Y1 antag 4, S1P4 agonist -2.1, Ba/F3 V617F tox -1, RBBP9 inhibitor -9, NPY-Y2 PAM-ag 3 and BaF3 tox 0.
